KCNQ2 inh – KCNQ2 potassium channel inhibitors, primary screen, cell-based, CHO-K1, FluxOR thallium flux, B-score (AID 2156) | O88943 | 20 min; stronger effect = lower value | B-score at 10 µM | 310,000 compounds, 1.1% hits;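 active = fluorescence ratio B-score at most minus 3 library SDs, with starting brightness B-score within 2 library SDs, cut at about -5.5 in these data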
Kir21 inh – Kir2.1 (mouse) channel inhibition; P35561; HEK293-Kir2.1, FluxOR thallium flux fluorescence; stronger effect = lower value; B-score at 10 µM; 310,000 compounds, 0.85% hits;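 active = fluorescence ratio B-score at or below minus 3 SD of library scores, with starting-brightness B-score within 2 SD, cut at about -4.2 in these data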;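 also: channel flux triggered by added potassium and thallium sulfate stimulus; B-score of peak minus minimum fluorescence over baseline after thallium stimulus; more negative B-score means stronger Kir2.1 block with less thallium influx; some compounds called inactive have numbers as strong as hits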
Target sequence (P35561 whole entry, looked up): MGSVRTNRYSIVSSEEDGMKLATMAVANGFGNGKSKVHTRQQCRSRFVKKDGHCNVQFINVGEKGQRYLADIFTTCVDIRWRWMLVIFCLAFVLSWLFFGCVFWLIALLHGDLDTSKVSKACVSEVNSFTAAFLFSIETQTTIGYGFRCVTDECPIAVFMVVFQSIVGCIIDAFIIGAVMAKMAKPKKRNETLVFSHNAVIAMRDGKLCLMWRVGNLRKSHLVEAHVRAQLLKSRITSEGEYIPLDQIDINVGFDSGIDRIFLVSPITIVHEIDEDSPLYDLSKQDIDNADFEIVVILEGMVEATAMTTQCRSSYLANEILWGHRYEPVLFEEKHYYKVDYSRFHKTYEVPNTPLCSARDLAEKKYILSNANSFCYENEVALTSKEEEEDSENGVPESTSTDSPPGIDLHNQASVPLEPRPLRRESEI
CHT block – inhibits the human high affinity choline transporter | Q9GZV3 | CHT-expressing cells, membrane potential dye, choline response; stronger effect = lower value | B-score at 10 µM | 310,000 compounds, 0.86% hits | AID 488975;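 active = B-score over 3 SD under the library average, and starting fluorescence ratio not unusually high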;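 also: choline stimulus applied at its EC90 after an EC20 pre-addition; B-score computed on integrated fluorescence ratio after choline addition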
Target sequence (Q9GZV3 whole entry, looked up): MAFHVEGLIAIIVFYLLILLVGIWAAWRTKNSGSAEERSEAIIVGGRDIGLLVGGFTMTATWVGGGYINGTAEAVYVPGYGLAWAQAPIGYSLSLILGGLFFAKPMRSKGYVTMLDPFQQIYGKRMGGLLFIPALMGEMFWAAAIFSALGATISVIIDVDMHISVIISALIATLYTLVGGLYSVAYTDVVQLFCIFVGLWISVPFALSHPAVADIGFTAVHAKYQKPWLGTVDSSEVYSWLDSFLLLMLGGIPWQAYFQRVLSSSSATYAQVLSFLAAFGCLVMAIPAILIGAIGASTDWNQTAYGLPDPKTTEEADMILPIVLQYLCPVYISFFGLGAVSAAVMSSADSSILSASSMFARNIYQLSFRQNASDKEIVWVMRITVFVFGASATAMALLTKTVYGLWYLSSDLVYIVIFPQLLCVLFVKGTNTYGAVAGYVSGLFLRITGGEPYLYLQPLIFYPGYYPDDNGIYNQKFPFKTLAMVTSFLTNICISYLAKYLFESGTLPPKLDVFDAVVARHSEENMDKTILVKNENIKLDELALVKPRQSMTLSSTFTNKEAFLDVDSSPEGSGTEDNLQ
An asterisk follows results filed as active; i = inactive; nt = no result given. Random draw from the library. About 2.6% of those tested had a hit in this group.

#	compound	KCNQ2 inh	Kir21 inh	CHT block
1	CCCCSc1nc2sc3c(c2c(=O)[nH]1)CC(C)(CC)OC3 (stereo not given)	i	1.06	i
2	CCCC[C@H]1COCCS(=O)(=O)N1Cc1ccc(Br)cc1	i	-3.06	i
3	CCOC(=O)c1c(C)nc(-c2ccccc2)nc1N	i	1.69	i
4	CCC(=O)c1cn(CC(=O)Nc2ccc(OC)cc2)c2ccccc12	i	0.23	i
5	COc1ccc(N2CCN(c3oc(-c4ccc(OC)c(OC)c4)nc3C#N)CC2)cc1	i	-0.82	i
6	COc1ccccc1CNC(=O)c1cc2ccccc2o1	i	0.61	i
7	Cc1ccc(/C=N/Nc2nnc(Cl)c3ccccc23)cc1	i	1.85	i
8	CC1CCN(CCCNS(=O)(=O)c2ccc3c(c2)CCN3C(=O)C2CC2)CC1	i	0.33	i
9	O=C(Nc1ccccc1C(=O)NCCCn1ccnc1)c1ccccc1	i	1.62	-10.3*
10	COc1nc(-c2ccccc2)ccc1-c1noc(-c2cccnc2)n1	i	-0.7	i
11	CCCCn1c(N)c(N(CCOC)C(=O)C2CCN(S(=O)(=O)c3ccc(C)c(C)c3)CC2)c(=O)[nH]c1=O	i	1.29	i
12	COc1ccccc1C(=O)NCCC(=O)N(Cc1ccco1)Cc1cccs1	i	-4.16	i
13	COC(=O)c1ccccc1NC(=S)NC(=O)c1ccc2ccccc2c1	i	-0.45	i
14	COc1cc(/C=C2\NC(=O)NC2=O)cc(Br)c1OC	i	1.58	i
15	CCN(C(=O)COC(=O)c1cccs1)c1c(N)n(Cc2ccccc2)c(=O)[nH]c1=O	i	-0.11	i
16	Cc1ccc2cc(C)c(SCC#N)nc2c1	i	0.03	i
17	Cc1ccc(-c2nn(-c3ccccc3)cc2C(=O)Nc2ccc(C(=O)O)cc2)cc1	i	0.75	i
18	CCN(CC)S(=O)(=O)c1ccc(/C=C/C(=O)N(c2ccccn2)C2CCCCC2)cc1	i	1.1	i
19	Cc1cc(O)c(C(C)C)cc1N=Cc1cc([N+](=O)[O-])ccc1O	i	1.29	i
20	CCOc1ccc(C(=O)Nc2ccc(CN3CCOCC3)cc2)cc1Cl	i	-0.16	i
21	CCC(C)c1ccc(OCC(=O)Nc2ccc(Cl)cn2)cc1 (stereo not given)	i	0.31	i
22	CCCN1C(=O)/C(=C/c2c(NCCCOC(C)C)nc3c(C)cccn3c2=O)SC1=S	i	-0.66	i
23	CCOC(=O)c1cc2c(ccn2C)n1Cc1cc(C)ccc1C	i	-0.84	i
24	CC1CCC2(CC1)NC(=O)N(CC(=O)c1ccc[nH]1)C2=O (stereo not given)	i	0.32	i
25	O=C(CC1C(=O)NCCN1CC1CCCCC1)NCc1cc(F)ccc1F (stereo not given)	i	1.07	i
26	N#Cc1c(C(F)(F)F)cc(-c2ccc(Cl)c(Cl)c2)nc1SCCN1CCOCC1	i	-0.02	i
27	COC(=O)c1ccccc1Sc1snnc1C	i	-1.5	i
28	C=CCc1cccc(/C=N/NC(=O)C[n+]2ccccc2)c1O	i	-0.12	i
29	O=C(CCN1CCc2ccccc21)c1ccc2c(c1)OCCO2	i	0.86	i
30	CC1CCCCC1NC(=O)c1cc(=O)[nH]c2ccccc12 (stereo not given)	i	-3.79	i
31	CC(=O)N1CCN(S(=O)(=O)c2cccc(C(=O)OCN3C(=O)c4ccccc4C3=O)c2)CC1	i	-0.03	i
32	CCOC(=O)C1CCCc2c1[nH]c1ccc(Cl)cc21 (stereo not given)	i	-0.16	i
33	COc1ccc(CNC(=O)c2cccs2)cc1	i	1.19	i
34	Cc1ccc(O)c(NC(=O)c2cc3nc4c(c(C(F)(F)F)n3n2)CCc2ccccc2-4)c1	i	-1.41	i
35	COc1ccc(CNC(=O)CN(Cc2ccc(OC)cc2)C(=O)CCC(=O)Nc2ccccn2)cc1	i	1.56	i
36	COC(=O)c1cc(Nc2cc(C)nc3ncnn23)cc(C(=O)OC)c1	i	0.98	i
37	COc1ccc(OC)c(-n2cnc3cc(C(=O)NCCCN4CCOCC4)ccc32)c1	i	-0.36	i
38	COc1ccc(CNC(=O)C(NC(C)=O)C(=O)Nc2ccc(OC)cc2)cc1 (stereo not given)	i	1.33	i
39	Cc1nc2cc(-c3ccc(Br)cc3)[nH]n2c(=O)c1Cl	i	1.45	i
40	NC(=O)CCSC(=S)N1CCOCC1	i	-0.32	i

Part of the list above, reduced to Kir21 inh.
item	smiles	Kir21 inh
36	COC(=O)c1cc(Nc2cc(C)nc3ncnn23)cc(C(=O)OC)c1	0.98
37	COc1ccc(OC)c(-n2cnc3cc(C(=O)NCCCN4CCOCC4)ccc32)c1	-0.36

Returning to the listing, repeating the two entries before the break.
#	compound	KCNQ2 inh	Kir21 inh	CHT block
39	Cc1nc2cc(-c3ccc(Br)cc3)[nH]n2c(=O)c1Cl	i	1.45	i
40	NC(=O)CCSC(=S)N1CCOCC1	i	-0.32	i
41	Cc1ccccc1CN(C)CC(=O)Nc1ccccc1Oc1ccccc1	-7.46*	0.25	i
42	CN(C)S(=O)(=O)c1cccc(C(=O)Nc2ccccc2)c1	i	-1.25	i
43	O=c1c2ccccc2c(C=NC2CCN(Cc3ccccc3)CC2)c(O)n1Cc1ccc2c(c1)OCO2	i	0.26	i
44	Cc1cc(C)c(NC(=O)C2CSCCS2)c(C)c1 (stereo not given)	i	0.24	i
45	C=CCNC(=O)COC(=O)CCC(=O)c1cccs1	i	-0.7	i
46	CN1CC2(C(=O)c3ccccc3)CN(C)CC(C(=O)c3ccccc3)(C1)C2	i	-0.82	i
47	O=C(CCCOc1ccccc1)N1CCCc2ccccc21	i	-2.13	i
48	O=C(COc1ccccc1)NC(NC(=S)Nc1ccccc1C(=O)O)C(Cl)(Cl)Cl (stereo not given)	i	4.05	i
49	O=C(Nc1ccc2c(c1)Cc1ccccc1-2)c1ccc(Br)o1	i	-0.29	i
50	Cn1c(CNC(=O)C2CCC(=O)N(CCc3cccc(F)c3)C2)nc2ccccc21 (stereo not given)	i	0.53	i
51	O=C(Nc1ccc2sccc2c1)c1cccc(N2C(=O)CCC2=O)c1	i	0.01	i
52	O=C(O)c1ccc2ccc3ccccc3c2c1	i	1.34	i
53	COc1ccc(CCNC(=O)C(=O)NCC2OCCN2S(=O)(=O)c2cc(F)ccc2F)cc1 (stereo not given)	i	1.33	i
54	Cc1cccc(-n2nnc(C(=O)NCc3ccccc3)c2N)c1	i	1.72	i
55	CCCCOc1ccc(-c2nnn(CC(=O)NCCc3c[nH]c4ccccc34)n2)cc1	i	0.72	i
56	N#Cc1nc(-c2ccc(F)cc2)oc1N1CCN(C(=O)c2ccco2)CC1	i	-0.31	i
57	O=C(NCc1ccc(Cl)cc1)c1ncn[nH]1	i	-2.18	i
58	Cc1cc2c(c(=O)n1CCN(C)C)C(c1ccc(Br)cc1)C(C#N)=C(N)O2 (stereo not given)	i	0	i
59	O=C(CC1C(=O)NCCN1Cc1ccc(F)c(F)c1)NCCn1cccn1 (stereo not given)	i	0.85	i
60	O=C(/C(=C/c1ccc(Cl)cc1)c1nc2ccccc2[nH]1)c1ccccc1	i	0.77	i
61	O=C(CSc1ncnc2ccccc12)NCc1ccc2c(c1)OCO2	i	2.03	i
62	CCOC(=O)c1cc(C)sc1NC(=O)CSC1=NCCS1	i	-2	i
63	Cc1ccc(CCNS(=O)(=O)c2ccc3c(c2)NC(=O)C(C)C(=O)N3)cc1 (stereo not given)	i	-0.17	i
64	Cc1nc(N=C(N)N)nc2ccccc12	i	0.44	i
65	Cc1ccc(NS(=O)(=O)c2ccc3c(c2)NC(=O)CCS3)c(Br)c1	i	-1.02	i
66	COC(=O)C(NC(=O)c1ccco1)(Nc1nc(C2CC2)cs1)C(F)(F)F (stereo not given)	i	0.71	i
67	O=C(Oc1ccccc1-c1csnn1)c1cccs1	i	-0.9	i
68	O=C(O)c1ccc(COc2ccc3ccccc3c2/C=C2/NC(=O)N(c3ccccc3)C2=O)cc1	i	-0.94	i
69	Cc1cccc(C(=O)O/N=C(\N)Cc2cccc3ccccc23)c1	i	-0.24	i
70	Cc1cc(OCC(=O)Nc2ccncc2)ccc1Br	i	0.66	i
71	CCCS(=O)(=O)N1CCCC(C(=O)NCCCN(C)Cc2ccccc2)C1 (stereo not given)	i	-0.28	i
72	Cc1ccn2cc(C(=O)N3CCCC(Nc4ccc(F)cc4)C3)nc2c1 (stereo not given)	i	-0.55	i
73	O=C(CCc1nc2ccccc2[nH]c1=O)OCC(=O)N1CCc2ccccc21	i	-0.26	i
74	Cc1ccc(NC(=O)CSC(C)C(=O)OCC(=O)N2CCN(C(=O)c3ccco3)CC2)cc1 (stereo not given)	i	0.72	i
75	O=C(Nc1nnc(-c2cccnc2)o1)c1ccccc1Cl	i	0.95	i
76	CC1(C)CC2CC(C)(CN2C(=O)c2ccccc2)C1 (stereo not given)	i	-1.14	i
77	O=C(O)CCC(NC(=O)OCc1ccccc1)C(=O)O (stereo not given)	i	-0.01	i
78	CCOc1ccc(-c2nnc(SCC(=O)N(CC)CC)n2N)cc1	i	0.14	i
79	COc1ccc(CCNC(=O)CSc2nc(C)cs2)cc1	i	1.01	i
80	COc1cc(C(=O)NC(=S)Nc2ccccc2[N+](=O)[O-])cc(OC)c1OC	i	-0.35	i
81	O=C(O)c1oc2ccccc2c1CSCc1ccccc1	i	1.54	i
82	Cc1noc(C)c1S(=O)(=O)N1CCC(C(=O)N2CCN(c3ccc(Cl)cc3)CC2)CC1	i	-0.45	i
83	Cc1cc(C(=O)N(C)Cc2c(F)cccc2Cl)c2ccccc2n1	i	0.87	i
84	CCOC(=O)CN1C(=O)C(C)(C)Oc2ccc(C(=O)NC(C)(C)CC)cc21	i	-0.65	i
85	CCOc1ccc(Nc2ncnc3ccc([N+](=O)[O-])cc23)cc1	i	-4.03	i
86	CC1=C(OC(=O)c2ccccc2)C(C)(C)C(c2ccc(Br)cc2)OC1=O (stereo not given)	i	0.43	i
87	O=C(NCc1cccnc1)/C(=N\O)c1ccccc1	i	0.55	i
88	C=CCn1c(SCC(=O)N(C)C2CCS(=O)(=O)C2)nnc1-c1ccccc1 (stereo not given)	i	0.02	i
89	O=C(NC12CC3CC(CC(C3)C1)C2)N1CCN(c2ccccc2)CC1	i	0.66	i
90	CNC(=O)c1c(NC(=O)c2ccc3ncsc3c2)sc(C)c1C	i	-1.28	nt
91	CC1CCCN(C(=O)c2ccc3c(=O)n(C4CCCC4)c(=S)[nH]c3c2)C1 (stereo not given)	i	-0.88	i
92	O=C(Nc1ccc(F)cc1)N1CCN(c2nc3ccccc3s2)CC1	i	-0.54	i
93	COc1cccc(CN2CCNC(=O)C2CC(=O)NCc2cn3cccc(C)c3n2)c1OC (stereo not given)	i	0.61	i
94	O=C(Nc1ccc(F)cc1)Nc1ccccc1C(=O)NCCN1CCNC1=O	i	1.91	i
95	COc1ccc(C(=O)N(NC(=O)Oc2ccccc2)C(C)(C)C)cc1	i	0.56	i
96	O=C(COc1ccccc1Cl)Nc1ccccc1C(=O)N1CCCCC1	-5.99*	-3.03	i
97	C=CCn1c(=N)c(S(=O)(=O)c2ccc(C)c(C)c2)cc2c(=O)n3ccccc3nc21	i	1.16	i
98	COc1ccc(OCc2ccc(-c3nc4ccccc4c(=O)n3N)o2)cc1	i	-0.79	i
99	COc1ccc(-c2cc(C(F)(F)F)nc(SCCC(=O)N3CCOCC3)n2)cc1	i	0.54	i
100	CC(C)OC(=O)CSc1nnc(-c2cnccn2)n1-c1ccc(Cl)cc1	i	-0.27	i

(more compounds)
#	compound	KCNQ2 inh	Kir21 inh	CHT block
101	O=C(O)C(Oc1ccc2c(c1)oc(=O)c1ccccc12)c1ccccc1 (stereo not given)	i	1.05	i
102	COc1ccccc1C1=NOC(COC(=O)c2ccc([N+](=O)[O-])cc2)C1 (stereo not given)	i	0.08	i
103	Cc1ccnc(N2CCC(C(=O)Nc3nnc(C)s3)CC2)n1	i	-2.45	i
104	O=C(O)C1=C[C@H](c2cccs2)C[C@H](OCCCCO)O1	i	-1.7	i
105	CCc1ccc(OCc2cnc(Cl)s2)cc1	i	0.07	i
106	O=C(N/N=C/c1ccccc1O)/C(=C/c1ccccc1)CCO	i	1.07	i
107	O=C(NNc1nc2ccccc2s1)c1ccccc1F	i	0.5	i
108	Cc1ccc2nsnc2c1NC(=O)c1cccc([N+](=O)[O-])c1	i	-1.46	i
109	COc1nc(SC)nc(Cl)c1Cc1ccc(OC(C)C)cc1	i	-0.22	i
110	O=C(CN1C(=O)c2ccccc2S1(=O)=O)N1CCc2ccccc21	i	1.08	i
111	Cc1cccc2cc(CN(CCCO)C(=O)Nc3cccc(Cl)c3)c(=O)[nH]c12	i	-0.33	i
112	C=CCN1N=C(/C=C/c2ccc(OC)cc2)CCC1=O	i	0.03	i
113	O=S1(=O)N[C@H](c2ccccc2)C[C@H](c2ccc(C(F)(F)F)cc2)O1	i	-0.33	i
114	CCOc1cc(/C=C2\CN(CC)C/C(=C\c3ccc(O)c(OCC)c3)C2=O)ccc1O	i	-0.23	i
115	CC/C=C/C(=O)N1CC2(CC(c3cccc(NC(=O)c4ccccc4)c3)=NO2)C[C@@H]1C(N)=O (stereo not given in full)	i	0.67	i
116	CCCCCCCC(=O)N1CCN(c2cc3c(cc2F)c(=O)c(C(=O)O)cn3CC)CC1	i	0.59	i

Screening data (PubChem)
